Source: PubChem BioAssay (several laboratories)
aDG glyco act = alpha-DG glycosylation activation. Pro5-aDG cells, alpha-DG glycosylation AlphaScreen (IIH6); 0% Pro5, 100% B10-LARGE cell signal. actives 0.22% (n = 360,000). activation, % at 10 µM;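 active = activation of at least 8% versus controls, or a plate z-score of at least 8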;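 also: Pro5 are CHO cells carrying HIG-tagged alpha-DG that lacks glycosylation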
TWEAK-Fn14 inh = blocks TWEAK-Fn14 interaction in a reporter cell assay. actives 2% (n = 360,000). inhibition, % at 10 µM. TWEAK-stimulated Fn14 reporter cells, luciferase luminescence, 8 h; in the data active = inhibition above about 50%
NR2E3 ag-1 = NR2E3 (human) agonism; Q9Y5X4; GST-NR2E3/biotin-RetCOR TR-FRET, 1536-well; inhibition of corepressor binding, % at 4.78 µM; actives 0.12% (n = 320,000); AID 2300;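 active = percent inhibition above the cutoff of mean plus 3 SD of all tested compounds, set per screening campaign, cut at about 20% in these data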;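 also: 0% = DMSO wells and 100% = biotin wells as full block of FRET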
Target sequence (Q9Y5X4 whole entry, looked up): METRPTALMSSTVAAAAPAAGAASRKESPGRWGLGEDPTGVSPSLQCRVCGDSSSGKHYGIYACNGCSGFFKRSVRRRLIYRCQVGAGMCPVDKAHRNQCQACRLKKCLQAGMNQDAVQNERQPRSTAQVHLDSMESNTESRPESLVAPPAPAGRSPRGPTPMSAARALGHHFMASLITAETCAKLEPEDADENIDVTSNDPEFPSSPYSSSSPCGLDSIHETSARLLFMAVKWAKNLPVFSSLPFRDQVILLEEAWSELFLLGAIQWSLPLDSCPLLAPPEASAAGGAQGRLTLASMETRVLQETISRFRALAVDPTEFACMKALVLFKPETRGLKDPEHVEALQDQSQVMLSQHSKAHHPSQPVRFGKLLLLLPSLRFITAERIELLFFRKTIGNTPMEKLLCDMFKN
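Material – GST-tagged NR2E3 plus biotinylated RetCOR corepressor · Quantity – NR2E3 fusion 1.35 nM · Times – 5 h incubation at 4 °C · Medium – pH 7.5 Tris-based buffer · Technique – TR-FRET, Eu(K)-anti-GST donor, streptavidin-D2 acceptor, ex 340, em 617/671 nm · Benchmarks – high control biotin, low control 0.6% DMSO · Format – 1536-well plates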
HIF-2a inh = HIF-2a inhibition; actives 0.72% (n = 360,000); AID 624352; 786-0 RCC cells HIF-2a reporter, luciferase luminescence, overnight; inhibition, % at 18.8 µM;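 active = inhibition of the luminescence signal of 40% or more relative to plate controls, in a single-dose primary screen at 18.75 µM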
MITF TRPM1 inh = reduces MITF-dependent TRPM1 promoter luciferase signal | SK-MEL-5 TRPM1 promoter luciferase, 24 h | inhibition, % at 12.5 µM | actives 0.83% (n = 330,000) | AID 488899;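 active = mean inhibition across replicates of 60% or more, whatever share of single replicates reaches that level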; also: values of inactives mirror those of a sister screen read the other way
Peg3 prom inh = Peg3 promoter activity inhibition; actives 1.7% (n = 360,000); inhibition, % at 20 µM; HeLa PEG-Prom luciferase reporter, luminescence, overnight;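 active = inhibition of at least 50% at 20 µM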
NR2E3 ag-2 = agonists of human NR2E3 nuclear receptor; Q9Y5X4; CHO-S Gal4-NCOR/VP16-NR2E3 two-hybrid, luciferase; inhibition of corepressor binding, % at 3.98 µM; actives 0.35% (n = 360,000); AID 602229;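 active = inhibition above the mean of all tested compounds plus 3 SD, cut at about 70% in these data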;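 also: 0% = DMSO with NR2E3 transfected cells and 100% = cells lacking NR2E3 construct; higher means lower luciferase signal from less NR2E3 corepressor binding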
Shn3 3UTR inh = reduces Shn3 3'UTR luciferase signal in osteoblasts; inhibition, % at 12.5 µM; actives 0.52% (n = 360,000); Clone20 osteoblast Shn3 3'UTR firefly luciferase, 24 h;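 active = mean inhibition of at least 75% with every replicate also reaching 75%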;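 also: 0% = median of neutral control wells and 100% = pilot-screen positive control compound; some compounds past the cut are filed as inactive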
CF NFkB inh = blocks PAF-induced NF-kB reporter in cystic fibrosis cells | KKLEB NF-kB-GFP reporter, GFP fluorescence overnight | inhibition, % at 5 µM | actives 0.86% (n = 360,000) | AID 588850;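 active = at least 50% inhibition at 5 µM, scaled per plate between neutral and stimulator controls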;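 also: PAF is a Pseudomonas aeruginosa culture filtrate used as stimulus; plate controls were PAF-stimulated DMSO wells for no effect and unstimulated DMSO wells for full effect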
hiPSC survival = hiPSC single-cell survival enhancement. ATPlite luminescence; 100% = ROCK inhibitor wells, 0% = DMSO. survival enhancement, % at 20 µM. actives 0.044% (n = 360,000); in the data active = survival enhancement above about 18%;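 also: cells exposed to compounds for 16 hours before the ATP read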
KKLEB cytotox = counter-screen for CF NF-kB inhibitors: cytotoxicity. KKLEB CF airway cells viability, ATPlite luminescence, overnight; active compounds read low; cells stimulated with P. aeruginosa culture filtrate. actives 0.36% (n = 360,000). activity change (cytotoxicity), % at 5 µM;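 active = corrected activity change at or below -50% at 5 µM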
Numbers without * were called inactive; . = no result given.

SMILES	aDG glyco act	TWEAK-Fn14 inh	NR2E3 ag-1	HIF-2a inh	MITF TRPM1 inh	Peg3 prom inh	NR2E3 ag-2	Shn3 3UTR inh	CF NFkB inh	hiPSC survival	KKLEB cytotox
Cc1cccc(NS(=O)(=O)c2cccc(C(=O)NCC3(N4CCOCC4)CCCCC3)c2)c1	0.1	30	.	11	-13	-5	-11	12	-9	-0.4	-6
COc1ccc(OC)c(-n2c(-c3cc(-c4ccc(F)cc4)n[nH]3)n[nH]c2=S)c1	0.0	9	1	15	3	12	-3	-2	10	0.8	5
Cc1cc(C)cc(-n2nnc(C(=O)NCc3ccccc3Cl)c2N)c1	0.0	-6	0	-25	0	4	-7	6	0	0.5	4
CC(=O)c1cc(C)c(OC(=O)c2ccccc2)c(C)c1	0.0	-14	.	-72	-6	-66	-25	-11	-13	0.4	-11
CCN(CC(=O)NC(C)(C)C)Cc1nc2c(Br)cc(Br)cc2c(=O)[nH]1	0.1	0	22*	22	-7	10	-6	18	-11	-0.7	-22
CCOc1cc(/C=N/NC(=O)C(OC)c2ccccc2)ccc1O (stereo not drawn)	-0.1	-3	-7	21	0	8	5	-5	11	0.9	-4
O=C(CCC(=O)c1ccccc1)NCCc1c[nH]c2ccccc12	0.0	-23	6	15	8	22	12	0	6	1.6	10
CCC(C(=O)OCC(=O)Nc1ccc(C(N)=O)cc1)c1ccccc1 (stereo not drawn)	0.2	-4	0	18	8	-47	-13	0	-10	-0.8	8
COc1ccc(CCNC(=O)C2CCCN2S(=O)(=O)c2ccc(F)cc2)cc1OC (stereo not drawn)	0.0	2	0	13	6	1	-21	2	9	0.0	-1
C[C@@H]1CCC[C@@]2(O[C@H](CCO)C[C@H](O)[C@H]2O)O1	1.0	-13	-5	26	-20	-3	-18	-1	43	-1.1	-3
COc1ccc(OC)c(-c2cc(C(=O)NCCN3CCOCC3)no2)c1	-0.1	-9	4	-7	9	10	-24	-3	-12	-4.0	4
Cc1nn(C(C)(C)C)c(OC(=O)c2cccs2)c1S(=O)(=O)c1ccccc1	-0.1	15	-2	-16	4	10	0	9	35	1.0	0
CCOCCCN1C(=O)C2C(C(=O)Nc3ccc(OCC)cc3)C3C=CC2(O3)C1C(=O)NC1CCCCC1 (stereo not drawn)	0.0	22	7	20	8	2	-17	-7	-3	-0.6	5
COc1ccc(OC)c(/C=C/C(=O)OCC(=O)Nc2ccc3c(c2)OCCO3)c1	0.3	29	4	-6	1	31	-5	0	-1	-0.4	-9
CCN(CCn1cccn1)C(=O)CC1C(=O)NCCN1Cc1ccc(OC)c(OC)c1 (stereo not drawn)	-0.7	-8	1	13	-3	3	14	-2	-13	0.1	5
Cc1ccccc1NC(=O)CC1SC(=NC2CCCCC2)NC1=O (stereo not drawn)	0.1	-3	-3	11	4	4	11	-6	-14	-1.1	9
COc1ccc(S(=O)(=O)Nc2cc3c4c(c2)C(C)C(=O)N4CCC3)cc1OC (stereo not drawn)	1.8	3	-2	-7	-4	-8	8	-13	-20	1.3	7
O=C(Oc1ccc(NC2=C(Cl)C(=O)c3ccccc3C2=O)cc1)c1ccc([N+](=O)[O-])cc1	-0.8	21	.	13	82*	99*	-24	6	20	-3.7	-15
CCCCCCCCN1C(=O)[C@H](CC(=O)NCCCN2CCCC2=O)C[C@@]2(C(=O)OC)CCCCC=C12	0.0	9	.	0	.	.	7	.	.	0.8	.
Cn1c(=O)[nH]c(=O)c2c1nc(Br)n2CCSc1nnnn1-c1ccccc1	0.2	8	17	-9	13	19	-5	13	13	-2.6	-2
CCN(CC)CCN1C(=O)c2oc3ccccc3c(=O)c2C1c1cccc(Br)c1 (stereo not drawn)	0.0	9	-2	-6	10	-8	-15	1	1	-1.4	0
Cc1cccc(C)c1NC(=O)N1CCCCCCC1	-0.1	10	2	10	-1	-1	11	8	-1	-1.6	1
CC(OC(=O)c1ccccc1Nc1ccc(SC(F)F)cc1)C(N)=O (stereo not drawn)	0.7	31	-5	-27	13	7	-79	37	21	-0.1	-24
COc1ccc(S(=O)(=O)N2CCC(C(=O)NCCOc3ccccc3F)CC2)cc1OC	0.1	-20	-1	-11	10	-6	22	2	1	0.0	10
O=C(CN1C(=O)COc2ccccc21)NCCN1CCC(Cc2ccccc2)CC1	0.0	10	1	7	-4	-11	-14	-2	2	4.0	1
CC(C)NC(=O)CSCc1cccc(Br)c1	-0.1	-16	5	-17	-10	-10	-23	-17	3	-2.1	10
Cc1ccc(NC(=O)CN2C(=O)C3CC=CCC3C2=O)cc1S(=O)(=O)N1CCOCC1 (stereo not drawn)	0.1	-8	-1	20	3	-5	7	-7	10	0.1	-3
CCC/C=N/NC(=O)c1cccc(Br)c1	0.1	-26	1	-1	3	-11	-35	-4	1	2.0	7
CC(C)OCCCNC(=O)NC12CC3CC(CC(C3)C1)C2	0.0	22	0	-47	-11	-17	1	2	1	5.0	1
COCCNC(=O)c1ccc(-c2csc(C)n2)cc1	-0.1	-9	1	-158	-19	-144	-63	-32	20	0.2	16
CC1=NNC(=O)C1CCC(=O)N/N=C/c1c(Cl)cccc1Cl (stereo not drawn)	-0.4	-2	-1	14	5	13	6	-8	6	0.1	-24
CC(C)CCNC1=CC(=O)CC(c2ccccc2)C1 (stereo not drawn)	-0.2	-12	-1	8	17	25	-7	-6	13	0.8	-10
CCc1nc(Nc2ccc(NC(C)=O)cc2)c2oc3ccccc3c2n1	-0.1	43	-2	-15	6	16	-4	1	-44	-0.6	-8
CCOc1ccc(NC2CCCCC2NS(=O)(=O)c2ccccc2)cc1 (stereo not drawn)	-0.2	27	-1	-6	12	2	1	-4	-11	-0.6	15
Cn1cnc([N+](=O)[O-])c1N=C(N)N	0.0	20	-4	15	-3	6	-6	32	-12	0.5	5
Cc1ccc(-n2[nH]c(C)c(C=Nc3ccc4[nH]c(=O)[nH]c4c3)c2=O)cc1	-0.2	-10	0	-5	8	16	-20	3	-10	-0.6	-1
NC(=O)CN1C(=O)C(=O)N(Cc2cccc(Cl)c2)C1=O	0.0	10	1	13	-1	22	9	4	-14	-0.2	0
Cc1nn(C(C)C(=O)NCCc2ccccc2)c(=O)c2cc3occc3n12 (stereo not drawn)	0.2	4	4	-2	0	17	-20	8	-11	-0.1	0
COC(=O)c1cn(CC(=O)NC2CCCCCC2)c2ccccc12	-0.2	-8	-1	-2	-5	1	-22	-12	-11	4.7	10
CC(C)(C)c1ccc(OCc2ccc(C(=O)N/N=C3\CC4CC=CC34)cc2)cc1 (stereo not drawn)	0.0	-2	0	-15	8	-81	-81	-15	-5	-0.5	-2
Nc1nc(-c2ccccc2)c(C(=O)Nc2ccccc2)s1	-0.1	-12	-3	12	-5	12	13	-3	6	2.2	11
Cc1c(C(=O)O)sc2nc(SCC(=O)Nc3ccc(S(=O)(=O)NC(C)(C)C)cc3)[nH]c(=O)c12	-0.6	10	2	17	-5	15	0	-9	-5	-0.4	12
Cc1ccc(N=C2NC(=O)/C(=C\c3ccc(C)s3)S2)cc1	-0.1	13	5	-67	-12	-37	-7	1	6	0.1	8
Cc1ccc(CNC(=O)CCCNS(=O)(=O)c2cccc3nonc23)cc1	-0.2	-8	0	1	2	10	-13	1	3	-1.7	-2
O=C(Nc1ccc(OC(F)(F)F)cc1)c1cnccn1	0.1	-7	0	-264	-44	-208	-109	-20	1	0.7	12
O=S(=O)(Nc1cccnc1)c1ccc(Cl)c(C(F)(F)F)c1	-0.1	4	2	16	7	1	2	18	-2	-1.4	3
COc1ccc(S(=O)(=O)N2CCOCC2)cc1C(=O)N1CCCCC1	-0.2	-6	-1	12	6	-5	10	-12	-32	0.3	26
Cc1ccc(-c2n[nH]c(=O)c3ccccc23)c(C)c1	0.0	1	4	28	9	25	-8	15	2	0.0	-4

Arranged by count of non-hydrogen atoms (lowest first): part of the list above
SMILES	aDG glyco act	TWEAK-Fn14 inh	NR2E3 ag-1	HIF-2a inh	MITF TRPM1 inh	Peg3 prom inh	NR2E3 ag-2	Shn3 3UTR inh	CF NFkB inh	hiPSC survival	KKLEB cytotox
Cc1ccc(-c2n[nH]c(=O)c3ccccc23)c(C)c1	0.0	1	4	28	9	25	-8	15	2	0.0	-4
NC(=O)CN1C(=O)C(=O)N(Cc2cccc(Cl)c2)C1=O	0.0	10	1	13	-1	22	9	4	-14	-0.2	0
Cc1ccc(N=C2NC(=O)/C(=C\c3ccc(C)s3)S2)cc1	-0.1	13	5	-67	-12	-37	-7	1	6	0.1	8
Cc1nn(C(C)C(=O)NCCc2ccccc2)c(=O)c2cc3occc3n12 (stereo not drawn)	0.2	4	4	-2	0	17	-20	8	-11	-0.1	0
CC(C)(C)c1ccc(OCc2ccc(C(=O)N/N=C3\CC4CC=CC34)cc2)cc1 (stereo not drawn)	0.0	-2	0	-15	8	-81	-81	-15	-5	-0.5	-2

Going on with the list:
SMILES	aDG glyco act	TWEAK-Fn14 inh	NR2E3 ag-1	HIF-2a inh	MITF TRPM1 inh	Peg3 prom inh	NR2E3 ag-2	Shn3 3UTR inh	CF NFkB inh	hiPSC survival	KKLEB cytotox
O=C(NCCCNCCCNC(=O)c1ccc(/C=N/O)nc1)c1ccc(/C=N/O)nc1	0.0	-10	0	21	2	7	-5	8	5	-0.6	-5
COc1ccc(CCNC(=O)COC(=O)C2COc3ccccc3O2)cc1 (stereo not drawn)	0.2	-1	6	13	.	9	0	-15	-16	-0.2	14
O=C(c1ccc(Br)cc1)c1sc(N2CCOCC2)nc1-c1ccccc1	-0.5	11	7	25	6	12	-5	12	14	-0.2	15
Cc1ccc(-n2ccnc2SCC(=O)N(CC(C)C)C2CCS(=O)(=O)C2)c(C)c1 (stereo not drawn)	-0.1	0	5	10	16	12	-5	13	-1	0.2	-13
Cc1cc2c(cc1S(=O)(=O)N1CCN(c3ccccc3)CC1)OCC(=O)N2	0.2	-6	-4	5	.	-2	6	-24	-6	-0.8	8
O=C(CNC(=O)c1ccc2c(c1)OCCO2)N/N=C/c1cccc(Br)c1	-0.1	12	-1	-12	4	-6	18	-14	13	4.1	-6
O=C(c1c[nH]c2ccc(S(=O)(=O)N3CCC4(CC3)OCCO4)cc2c1=O)N1CCOCC1	-0.1	-14	.	12	4	0	-22	2	4	-1.5	2
Cc1ccc(Cn2cccc2/C=N/NC(=S)Nc2ccc(C)cc2)cc1	-0.2	-37	2	-37	-2	-48	-18	2	30	0.2	-26
COc1ccc(OCCNS(=O)(=O)Cc2ccccc2)cc1	-0.1	-3	0	8	0	12	-16	2	11	-1.6	-7
CC(C)CCC(CCN1CCOCC1)c1ccc2c(c1)OCO2 (stereo not drawn)	0.3	2	0	9	-5	-6	-11	16	18	-0.4	-11
Cc1ccc(C)c(C(=O)Nc2c(C(N)=O)oc3ccccc23)c1	0.0	36	1	10	3	15	-25	-6	10	-0.9	-1
COc1ccc2cc(C(=O)Nc3ccc(S(N)(=O)=O)cc3)sc(=O)c2c1OC	0.6	5	-31	2	-6	79*	7	0	-2	-4.4	6

No enrichment for hits; any-hit rate near 4.4%.
